KDM5B inhibitor – Primary screen for KDM5B Histone Demethylases FDH-coupled qHTS; Lysine-specific demethylase 5B (Homo sapiens), Q9UGL1; Potency, µM (top dose mostly 57.7 µM), without a hit: at the highest dose activity change, negative = inhibition, usual class: inhibitors; AID 1347165, 2019; KDM5B demethylase, FDH-coupled NADH fluorescence (FDH is formaldehyde dehydrogenase); 220,000 compounds, 2.6% hits; active = well fitted inhibition curve with a large enough effect; inconclusive = small, poorly fitted or top-dose-only effect; inactive = no such curve, though single readings can be large or run the other way; also: 0% is about no effect; nearly all actives have a fitted effect of over 70% in size
Target sequence (Q9UGL1 whole entry, looked up): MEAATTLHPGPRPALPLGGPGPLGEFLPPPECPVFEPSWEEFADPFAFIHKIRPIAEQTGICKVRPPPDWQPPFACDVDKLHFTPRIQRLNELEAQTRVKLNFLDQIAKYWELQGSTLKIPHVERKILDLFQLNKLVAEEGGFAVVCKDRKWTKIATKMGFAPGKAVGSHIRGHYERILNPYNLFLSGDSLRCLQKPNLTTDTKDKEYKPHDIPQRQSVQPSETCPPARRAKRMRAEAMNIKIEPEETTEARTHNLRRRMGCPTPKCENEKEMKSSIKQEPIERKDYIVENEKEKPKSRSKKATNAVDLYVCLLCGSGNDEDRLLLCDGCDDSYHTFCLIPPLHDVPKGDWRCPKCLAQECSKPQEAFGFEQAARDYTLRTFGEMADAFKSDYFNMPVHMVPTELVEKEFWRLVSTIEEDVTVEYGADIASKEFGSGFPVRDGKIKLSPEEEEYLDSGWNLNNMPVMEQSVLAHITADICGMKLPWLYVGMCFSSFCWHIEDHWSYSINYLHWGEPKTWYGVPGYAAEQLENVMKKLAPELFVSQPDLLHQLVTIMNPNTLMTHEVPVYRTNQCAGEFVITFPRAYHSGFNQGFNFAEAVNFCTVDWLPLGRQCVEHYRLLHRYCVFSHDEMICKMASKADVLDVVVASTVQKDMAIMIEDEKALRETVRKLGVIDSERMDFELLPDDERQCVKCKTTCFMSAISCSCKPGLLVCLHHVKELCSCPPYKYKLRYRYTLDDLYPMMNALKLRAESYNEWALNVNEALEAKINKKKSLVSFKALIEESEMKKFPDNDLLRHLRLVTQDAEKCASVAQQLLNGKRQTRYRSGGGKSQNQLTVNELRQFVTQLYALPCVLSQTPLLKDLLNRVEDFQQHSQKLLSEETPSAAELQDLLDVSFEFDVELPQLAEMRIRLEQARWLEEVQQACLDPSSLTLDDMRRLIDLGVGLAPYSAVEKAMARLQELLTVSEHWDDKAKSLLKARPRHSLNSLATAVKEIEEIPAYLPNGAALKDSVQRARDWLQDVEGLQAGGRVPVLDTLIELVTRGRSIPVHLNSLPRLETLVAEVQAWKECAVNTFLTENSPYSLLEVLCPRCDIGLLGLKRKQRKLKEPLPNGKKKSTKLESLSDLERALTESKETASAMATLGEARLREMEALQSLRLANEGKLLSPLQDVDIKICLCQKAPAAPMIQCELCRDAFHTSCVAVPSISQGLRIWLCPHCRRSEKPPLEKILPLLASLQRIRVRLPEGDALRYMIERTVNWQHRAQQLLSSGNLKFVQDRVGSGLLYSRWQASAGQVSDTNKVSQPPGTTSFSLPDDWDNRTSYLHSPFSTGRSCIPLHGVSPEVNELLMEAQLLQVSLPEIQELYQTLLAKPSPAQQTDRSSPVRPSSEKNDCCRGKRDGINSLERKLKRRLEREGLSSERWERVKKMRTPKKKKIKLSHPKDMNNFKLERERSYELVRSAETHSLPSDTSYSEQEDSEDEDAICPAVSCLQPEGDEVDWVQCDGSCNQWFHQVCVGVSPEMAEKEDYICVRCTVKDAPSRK
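Compound dilutions met 200 nM (final) KDM5BΔAP for 10 min at room temperature before substrate addition. The substrate mix held 12.5 µM H3K4me3 with cofactors 25 µM α-ketoglutarate and 50 µM Fe²⁺. NADH signal gain over 30 min defined activity.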
An asterisk follows results filed as active; u = inconclusive; ! = repeats disagree; [ ] = another dose, or the depositor's remark. Potency is read from the fitted curve at half-maximal effect.

SMILES	KDM5B inhibitor
CC1(C)CC(NC(=O)C2CCN(S(=O)(=O)c3ccccc3)CC2)CC(C)(C)N1	13%
CCC(C)(C)NC(=O)C(C)Sc1ccc(O)cc1 (stereo not drawn)	3%
Cc1cccc2sc(N(Cc3cccnc3)C(=O)C3COc4ccccc4O3)nc12 (stereo not drawn)	-42%
COCCn1ncc(N2CCC(NC(=O)c3ccc(OC)c(F)c3)CC2)cc1=O	-7%
COC1C(=O)N(c2cccc(F)c2)C12CCN(Cc1sccc1C)CC2 (stereo not drawn)	-25%
Cc1nn(C)c2nc(-c3ccccn3)nc(N3CCC4(CC3)COC(=O)O4)c12	u
O=C(Nc1cccc(C(F)(F)F)c1)N[C@@H]1C[C@H](CO)[C@@H](O)[C@H]1O	-17%[86.2 µM]
COc1ccc(C(=O)N[C@@H]2C[C@H](Cn3cc(CN(C)C)nn3)[C@@H](O)[C@H]2O)cc1	-34%[86.2 µM]
Cc1ccc(-n2ncc(C(=O)NCCc3ccccc3)c2C2CCN(C(=O)OC(C)(C)C)CC2)c(C)c1	-24%
O=C(C1CC=CCC1)N1CCc2[nH]nc(-c3ccc(C(F)(F)F)cc3)c2C1 (stereo not drawn)	7%

Overlap with the part before: seven compounds; new compounds follow.
SMILES	KDM5B inhibitor
COCCn1ncc(N2CCC(NC(=O)c3ccc(OC)c(F)c3)CC2)cc1=O	-7%
COC1C(=O)N(c2cccc(F)c2)C12CCN(Cc1sccc1C)CC2 (stereo not drawn)	-25%
Cc1nn(C)c2nc(-c3ccccn3)nc(N3CCC4(CC3)COC(=O)O4)c12	u
O=C(Nc1cccc(C(F)(F)F)c1)N[C@@H]1C[C@H](CO)[C@@H](O)[C@H]1O	-17%[86.2 µM]
COc1ccc(C(=O)N[C@@H]2C[C@H](Cn3cc(CN(C)C)nn3)[C@@H](O)[C@H]2O)cc1	-34%[86.2 µM]
Cc1ccc(-n2ncc(C(=O)NCCc3ccccc3)c2C2CCN(C(=O)OC(C)(C)C)CC2)c(C)c1	-24%
O=C(C1CC=CCC1)N1CCc2[nH]nc(-c3ccc(C(F)(F)F)cc3)c2C1 (stereo not drawn)	7%
CSc1ccc(-c2noc(Cn3cnc4c(oc5ccccc54)c3=O)n2)cc1	-21%
Cc1ccc(C(=O)Nc2nc3n(n2)C(c2ccc(F)cc2)C=C(c2ccccc2)N3)cc1 (stereo not drawn)	u
NC(=O)C1CCN(c2ncncc2-c2nc(-c3ccccc3)no2)CC1	-4%
COc1ccc(CN2CCC3(CC2)OCCN(Cc2ccccc2F)C3=O)cc1O	1%[86.2 µM]
N#Cc1ccc(C2Nc3ccccc3C3OCCCC23)cc1 (stereo not drawn)	-2%
C[C@]1(NC(=O)Cc2ccccc2)OC[C@@H]2CC[C@H](C(=O)Nc3ccc(OC(F)(F)F)cc3)N2C1=O	-1%
Cc1ccccc1OCCN(C)C(=O)Cc1c[nH]c2ccccc12	17%
COc1ccc(-c2[nH]nc3ncc(-c4ccccc4)nc23)c(C)c1	-17%[86.2 µM]
Cc1cc(NC(=O)c2ccccc2Cl)n(C(C)(C)C)n1	24%
COc1cccc(-c2nnc3n(Cc4ccc(F)cc4)c(=O)c4ccccc4n23)c1	-16%

Look-ups from the entries so far.
`Cc1cccc2sc(N(Cc3cccnc3)C(=O)C3COc4ccccc4O3)nc12` (stereo not drawn) in KDM5B inhibitor → -42%
`COc1ccc(C(=O)N[C@@H]2C[C@H](Cn3cc(CN(C)C)nn3)[C@@H](O)[C@H]2O)cc1` in KDM5B inhibitor → -34%[86.2 µM]
`O=C(C1CC=CCC1)N1CCc2[nH]nc(-c3ccc(C(F)(F)F)cc3)c2C1` (stereo not drawn) in KDM5B inhibitor → 7%
`COc1ccc(CN2CCC3(CC2)OCCN(Cc2ccccc2F)C3=O)cc1O` in KDM5B inhibitor → 1%[86.2 µM]
`CSc1ccc(-c2noc(Cn3cnc4c(oc5ccccc54)c3=O)n2)cc1` in KDM5B inhibitor → -21%

Following part.
SMILES	KDM5B inhibitor
COC(=O)C1CCN(CC(=O)N(C)CC(=O)Nc2ccc(Cl)c(C(F)(F)F)c2)CC1	5%
CCCC1=Nc2cc(C(=O)NCc3ccccc3Cl)ccc2Sc2ccc(Cl)cc21	17%
Cc1nnc2n1CCC(N(C)C(=O)CCc1ccccc1)CC2 (stereo not drawn)	u
CN(C)C[C@@H]1CN(c2ncccn2)C[C@H]1NS(=O)(=O)c1ccc(C#N)cc1	u
O=C(Nc1ncc(-c2cccc(F)c2)c2c1OCC2)c1ccc(F)c(Cl)c1	22µM*
Cc1ccc(CNC(=O)CSc2nc3n[nH]c(C)c3c(=N)n2-c2cccc(C)c2)cc1	u
Cc1ccc(Oc2ncccc2N)c2c1CCC2	-10%
CC(C)(Oc1nn(CC2CCOCC2)c2ccccc12)C(=O)NCC1CCOCC1	u
Cc1ccc(C)c(NC(=O)N2CCC(Oc3ncccc3C(=O)N3CCCCC3)C2)c1 (stereo not drawn)	-15%
Cn1nccc1CN1CCC2(C1)C(=O)Nc1ccccc12 (stereo not drawn)	21%[149 µM]
COc1ccc(C(=O)N2CCCCCCNC(=O)[C@@H]3CCC[C@@H]32)c(OC)c1	-8%
CCCNC(=O)N1CCn2nnc(CCC(=O)N3CCOCC3)c2C1	17%
CCc1ccccc1NC(=O)CC(C)n1nc(C)cc1C (stereo not drawn)	4%
Cn1cccc1C(=O)N1C[C@@H](COCC2CC2)[C@H](c2ccccn2)C1	32%
COc1cc(/C=C(\C#N)c2nc3cc(C)c(C)cc3[nH]2)ccc1OCc1ccccc1	22%
CC(C)(C)c1nnc(Nc2ccc(Cl)c(Cl)c2)[nH]c1=O	5%
CC1CCc2[nH]c3ccc(C(=O)Nc4ccc(F)cc4)cc3c2C1 (stereo not drawn)	u
CCCCn1nc(C(=O)NCc2ccccn2)c2ccccc2c1=O	-3%
O=C(Nc1nc(-c2ccccc2Cl)cs1)c1ccc(Cl)c(N2CCCC2=O)c1	5%
CS(=O)(=O)Oc1ccc2c(=O)c(-c3ccccc3)coc2c1	-10%

Sorted by SMILES length (high to low): part of the list above.
SMILES	KDM5B inhibitor
COc1ccc(C(=O)N2CCCCCCNC(=O)[C@@H]3CCC[C@@H]32)c(OC)c1	-8%
Cn1cccc1C(=O)N1C[C@@H](COCC2CC2)[C@H](c2ccccn2)C1	32%
CC1CCc2[nH]c3ccc(C(=O)Nc4ccc(F)cc4)cc3c2C1 (stereo not drawn)	u
CC(C)(C)c1nnc(Nc2ccc(Cl)c(Cl)c2)[nH]c1=O	5%
CCCCn1nc(C(=O)NCc2ccccn2)c2ccccc2c1=O	-3%
CCc1ccccc1NC(=O)CC(C)n1nc(C)cc1C (stereo not drawn)	4%

(continued)
SMILES	KDM5B inhibitor
O=C(c1cc2ccccc2oc1=O)N1CCN(c2cccc(Cl)c2)CC1	15%
O=S1(=O)CCC(S(=O)(=O)Nc2ccccc2)C1 (stereo not drawn)	-15%
CCC(C)NC(=O)c1ccc(-c2cccc(C#N)c2)o1 (stereo not drawn)	25µM*
O=C(/C=C/c1ccc(-c2ccccc2)cc1)c1ccccc1	6%
Cc1cc2c(N[C@@H]3CCOC[C@H]3OCc3c(C)noc3C)ncnc2s1	4%
Cc1nc(SCC(=O)Nc2ccc(Cl)cc2)c(C#N)c2c1CCCC2	19%
Cc1ccc(Oc2ccc(C(=O)O)cc2)cc1C	-2%
O=C([C@@H]1C[C@H](F)CN1C(=O)c1ccco1)N1CCCCC1	-10%
Cc1cc(C[C@@H]2COC[C@@H]2NC(=O)c2sc3nc[nH]c(=O)c3c2C)on1	u
CC(=O)N1CCC(N(Cc2ccc(C)o2)C(=O)Nc2ccc(C)cc2)CC1	-14%
Clc1ccc(-c2noc(CNc3ccc(Br)cc3)n2)cc1	-1%
CC1=C[C@@H](CNC(=O)c2cccnc2)[C@H](C(C)C)C[C@H]1CC(=O)NCc1ccccn1	1%[86.2 µM]
O=C1NCc2ccccc2CC12CCN(Cc1c(Cl)cncc1Cl)C2 (stereo not drawn)	3%[115 µM]
Cc1ccc(CN2C(=O)N(c3ccc(F)cc3)C(=O)C2CC(=O)Nc2ccc(Cl)cc2)cc1 (stereo not drawn)	-23%
Cc1cccc(C(=O)NCC(c2cccs2)c2c[nH]c3ccccc23)n1 (stereo not drawn)	7%
O=C(CSc1nc2ccccc2o1)N1CCCCC1	3%
Cc1c(C(=O)N(Cc2ccco2)Cc2ccccc2Cl)oc2ccc(F)cc12	u
O=C(CC1CCc2ccccc21)N1CCN(S(=O)(=O)N2CCCC2)CC1 (stereo not drawn)	22%
Cc1ccccc1Cn1c(=O)c2c(nc3n2CCN3Cc2ccco2)n(C)c1=O	-5%
O=C(O)C(c1cccc2c1OCC2)N1CCCN(c2ncccn2)CC1 (stereo not drawn)	u
N#Cc1ccc(CN2CCCC2=O)cc1	23%
Cc1cc(C(=O)CCC(=O)O)c(C)s1	19%
CCOc1ccc(N/C=C/C(=O)C23CC4CC(CC(C4)C2)C3)cc1	19%
O=C1c2c(nc(CNCc3ccccc3)n2Cc2ccccc2)NCCN1CCOc1ccccc1	u
CSCC(=O)N1C[C@@H](NC(=O)NC2CCCCC2)C[C@H]1C(=O)N[C@H](Cc1c[nH]c2ccccc12)C(N)=O	-10%
Cc1ccncc1C(=O)NCC(=O)N1CCCCCNC(=O)CC1c1ccccc1 (stereo not drawn)	u
CC(=O)c1cccc(NC(=O)CSc2nnc3ccc(-c4ccc(Cl)cc4)nn23)c1	11%
CCC(=O)N1CCC(c2noc(COC)n2)C1 (stereo not drawn)	-14%
CC(NC(=O)CCn1nc(-c2ccccc2)c2ccccc2c1=O)c1ccccc1 (stereo not drawn)	15%
N#Cc1ccc(C(=O)N[C@@H]2CN(Cc3ccccc3)C[C@H]2CO)cc1	-21%
CN1CCCN(c2ccc(C(=O)N3CCC(N4CCOCC4)CC3)cn2)CC1	u
COc1ccc(Cc2nc3ccc(C(=O)NCc4ccccc4Cl)cc3o2)cc1	u
Cc1ccc(C(=O)NC(C(=O)N2CCCCC2)C2CCN(C(=O)C(C)C)CC2)cc1 (stereo not drawn)	4%
O=c1[nH]c(=O)n(CC2CCCO2)c2nccc(-c3ccc(-c4ccccc4)cc3)c12 (stereo not drawn)	34%[activator]
O=C1CC(c2ccccc2)N(C(=O)CNS(=O)(=O)c2ccc3c(c2)OCCO3)CCCCCN1 (stereo not drawn)	4%
Cn1nnnc1-c1cccc(NC(=O)c2ccc3[nH]c4c(c3c2)CCCC4)c1	u
Cc1ccoc1-c1nc2ccncc2[nH]1	32µM*!
O=C(Cc1cccs1)N1CCc2nn(CC3CC3)c(=O)n2CC1	u
COCCN1C(=O)c2ccccc2C(C(=O)Nc2ccc(F)cc2)C12CCCC2 (stereo not drawn)	u
COc1ccc(-c2cc(N3CCCC(NC(=O)c4cccn4C)C3)n[nH]2)cc1 (stereo not drawn)	u
CCOC(=O)c1noc2ncn(CC(=O)Nc3ccc(F)cc3Cl)c(=O)c12	4%
OC1CCOC2(CCNCC2)C1 (stereo not drawn)	-16%
O=c1[nH]nc(-c2ccco2)c2c1Nc1nnnn1C2c1ccc(Cl)cc1 (stereo not drawn)	u
CC(C)c1nn2c(=O)cc(COC(=O)c3cccc(NC(=O)COc4ccc(F)cc4)c3)nc2s1	-11%
N#Cc1ccc(C(=O)NNC(=O)c2cccc(S(=O)(=O)N3CCOCC3)c2)cc1	15%
Cc1nc(OCC(=O)Nc2ccc(C(C)C)cc2)c2ccccc2n1	10%
CCN(Cc1ccccc1)C1=CC(=O)OC12CCCCC2	22%
COc1ccccc1CNC[C@H]1O[C@@H]2C[C@@H](CC(=O)N3CCC(F)(F)C3)O[C@@H]2[C@@H]1O	24%[86.2 µM]
COCCNC(=O)c1c(C)oc2nc(C)nc(N3CCOCC3)c12	-6%
Cc1[nH]c2ccc(C(=O)N3CCN(C)CC3)cc2c1C	17%

The final 2 records of the section before are carried over, then new ones follow:
SMILES	KDM5B inhibitor
COCCNC(=O)c1c(C)oc2nc(C)nc(N3CCOCC3)c12	-6%
Cc1[nH]c2ccc(C(=O)N3CCN(C)CC3)cc2c1C	17%
Cc1cccc(C(=O)O)c1NS(=O)(=O)c1ccc(S(=O)(=O)N2CCCC2)cc1	-9%
COCCN1C(=O)[C@H]2CN(Cc3cc(F)cc(F)c3)C[C@H]2C1=O	3%
CCN(CC)C(=O)N1C[C@H](NC(=O)CCc2csc(N)n2)[C@@H](C2CC2)C1	-26%
COc1ccc(CCNC(=O)c2cnn(-c3cccc(C)c3)c2C2CCN(C(=O)OC(C)(C)C)CC2)cc1OC	-45%
CCCc1cc(=O)[nH]c(SCC(=O)Nc2ccc(Br)cc2)n1	26%
COc1ccc(CNc2nc3nc(C)c(Cl)c(=O)n3[nH]2)cc1	20%
CC(=O)N1CCN(c2nc3c(s2)CC(C(=O)NCc2cccc(Cl)c2)CC3)CC1 (stereo not drawn)	-16%
O=C(C1CCCCC1)N1CCC2(CN[S+](=O)([O-])c3cnccc3O2)C1 (stereo not drawn)	19%[115 µM]

This is a subset (hit frequency here may not be typical).
